# 12-LOX inh: Primary qHTS assay for inhibitors of human arachidonate 12S-lipoxygenase (ALOX12): Round 2. purified 12hLO, xylenol orange hydroperoxide absorbance. actives 1.1% (n = 580,000). Potency, µM (doses to about 108 µM), for inactives: at the highest dose activity change, negative = inhibition, most hits filed as inhibitors. Polyunsaturated fatty acid lipoxygenase ALOX12 (Homo sapiens), P18054. AID 1671190, 2021; active = well fitted inhibition curve with a large enough effect; inconclusive = small, poorly fitted or top-dose-only effect, or another doubt; inactive = no such curve, though single readings can be large or run the other way
# Target sequence (P18054 whole entry, looked up): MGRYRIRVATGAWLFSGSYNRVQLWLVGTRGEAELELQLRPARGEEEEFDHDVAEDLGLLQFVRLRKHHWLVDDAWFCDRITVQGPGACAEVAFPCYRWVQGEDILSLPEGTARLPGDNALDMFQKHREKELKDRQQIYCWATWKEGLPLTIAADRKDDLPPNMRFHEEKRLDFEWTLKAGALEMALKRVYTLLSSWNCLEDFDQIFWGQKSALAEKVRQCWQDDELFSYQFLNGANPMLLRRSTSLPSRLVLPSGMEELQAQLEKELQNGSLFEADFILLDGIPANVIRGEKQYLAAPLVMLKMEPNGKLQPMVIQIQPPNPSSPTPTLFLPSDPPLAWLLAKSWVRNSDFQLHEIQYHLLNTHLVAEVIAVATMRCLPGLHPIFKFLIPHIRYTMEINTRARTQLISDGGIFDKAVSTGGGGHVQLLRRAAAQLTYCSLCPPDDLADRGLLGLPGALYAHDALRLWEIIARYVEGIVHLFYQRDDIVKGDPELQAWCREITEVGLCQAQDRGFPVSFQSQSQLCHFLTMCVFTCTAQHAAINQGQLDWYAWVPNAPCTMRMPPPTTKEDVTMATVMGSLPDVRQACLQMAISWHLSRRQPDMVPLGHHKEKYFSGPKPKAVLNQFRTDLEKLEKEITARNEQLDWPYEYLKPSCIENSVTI
#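 Purified human 12hLO (150 nM final) in 25 mM Hepes, 0.01% Triton X-100, pH 7.0 was preincubated 15 min at room temperature with compound. Then 40 uM arachidonic acid was added, 30 min. Hydroperoxide was read by Fe-XO absorbance ratio 573/405 nm.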
# An asterisk follows results filed as active; ? = inconclusive; & = joins results of further samples; [ ] = dose if it differs, or a comment. % is set by controls: 0 for no effect and ±100 for the full control effect; potency is the fitted concentration of half-maximal effect. Only part of the results is shown; rates above refer to the full screens.
SMILES,12-LOX inh
CCCCC(=O)Oc1ccc(C2C3=C(CC(C)(C)CC3=O)OC3=C2C(=O)CC(C)(C)C3)cc1OC,9%
CCCC(C)C(=O)N1CCn2nc(C(=O)Nc3ccccc3)cc2C1 (stereo not given),46%[activator]
CN1CCN(C(=O)CCNc2nc(Cl)nc3nc[nH]c23)CC1,?
CCCCCC(=C/c1ccccc1)/C=N/Nc1nc2ccccc2[nH]1,?
O=C(c1cccc(Cl)c1)N1Cc2ccccc2CC2(CCCN2Cc2ccncc2)C1 (stereo not given),4%[6.33 µM]
Cc1ccc2c(CN3C(=O)C(=O)N(C4CCCC4)C3=O)cc(=O)oc2c1C,?
O=C(CSc1nncn1-c1ccccc1F)Nc1ccccc1C(=O)NC1CC1,43%[activator]
CC(NC(=O)C1CCN(C(=O)c2ncn3c2COC(c2ccc(F)cc2)C3)CC1)c1ccccc1 (stereo not given),-4%
Cc1c(F)cccc1NC(=O)N1CCC(OC2CCN(Cc3ccccc3)CC2)CC1,1%
COCCC1(C(=O)O)CCCCC(=O)N1 (stereo not given),?
CN1C(=O)c2cccn2CC1C(=O)N1CCCCC1 (stereo not given),18%
COc1cccc(CNC(=O)C2(N3C[C@@H](C)O[C@@H](C)C3)Cc3ccccc3C2)c1,22%
CN(C)Cc1ccc(-c2cc(-c3ccc(=O)[nH]c3)c3cncn3c2)cc1,14%[176 µM]
CC(C)OCCCNC(=O)Cn1cnc2c1c(=O)n(C)c(=O)n2C,-1%
COc1ccc(N2CCCCS2(=O)=O)cc1S(=O)(=O)NCCc1ccccc1F,-4%

# Ordered by length of the SMILES (ascending): part of the list above.
SMILES,12-LOX inh
CN1C(=O)c2cccn2CC1C(=O)N1CCCCC1 (stereo not given),18%
CCCC(C)C(=O)N1CCn2nc(C(=O)Nc3ccccc3)cc2C1 (stereo not given),46%[activator]
COc1ccc(N2CCCCS2(=O)=O)cc1S(=O)(=O)NCCc1ccccc1F,-4%
Cc1ccc2c(CN3C(=O)C(=O)N(C4CCCC4)C3=O)cc(=O)oc2c1C,?
CC(NC(=O)C1CCN(C(=O)c2ncn3c2COC(c2ccc(F)cc2)C3)CC1)c1ccccc1 (stereo not given),-4%
CCCCC(=O)Oc1ccc(C2C3=C(CC(C)(C)CC3=O)OC3=C2C(=O)CC(C)(C)C3)cc1OC,9%

# Remaining list, next part
SMILES,12-LOX inh
Cn1cc(Cc2ccc(C(=O)N3CCN(Cc4ccccc4)CC3)cn2)c2ccccc21,?
COc1ccc(Cl)cc1NC(=O)NCCc1noc(C)n1,-1%
Cc1noc(C)c1S(=O)(=O)N1CCCOCCNC(=O)[C@@H]2CCC[C@@H]21,34%
CC(C)C[C@@H]1N[C@H](C(=O)NC2CCC2)Cc2c[nH]c3cccc1c23,4%[176 µM]
O=C1c2ccccc2OCC2(CCN([S+](=O)([O-])c3cccc(C(F)(F)F)c3)C2)N1[S+](=O)([O-])c1cccc(C(F)(F)F)c1 (stereo not given),8%
O=C(O)C(c1c[nH]c2cc(CO)ccc12)N1CCN(Cc2cccs2)CC1 (stereo not given),-4%
O=C([C@@H]1C[C@H](Oc2ccccc2)CN1C(=O)c1ccsc1)N1CCOCC1,20%
CCN(CC)Cc1nc(C2(O)CCN(Cc3ccccc3C(F)(F)F)CC2)cs1,15%[176 µM]
CC(C)C(=O)Nc1ccc([C@H]2OCC(=O)N(Cc3ccccc3)[C@@H]2CO)cc1,19%[176 µM]
CC(C)(C)OC(=O)N1CCCCC1Cn1c(=O)[nH]c2cccnc21 (stereo not given),7%[176 µM]
Cc1cnc(CNc2nc(-c3ccccc3Cl)nc3ccccc23)cn1,-9%
COCCC(=O)N1C[C@H]2OC(=O)N(CCc3ccc(OC)cc3)[C@H]2C1,27%
CCC(CNc1nc(CCN)nc2ccccc12)N1CCN(C)CC1 (stereo not given),?
COC(=O)c1ccc(CNC(=O)c2nccnc2N)cc1,-1%
CCOC(=O)c1cccn1C1C(=O)N(Cc2ccc(OC)cc2)c2ccccc21 (stereo not given),?
Cc1ccc(C)c(-c2cc(C(=O)N3CCOCC3)c3ccccc3n2)c1,-3%
CCOc1cc2ccccc2cc1C(=O)N1CCN(CC(=O)Nc2cccc(F)c2)CC1,1%
COc1cccc(C(=O)N2CCC(N3C(=O)CCC3C(=O)NCc3ccccc3)CC2)c1C (stereo not given),-1%
C=CCNC(=O)N[C@H]1[C@H](O)[C@@H](N(C)CCN(C)C)[C@@H]2OC[C@H]1O2,29%[176 µM]
CC(C(=O)NC(=O)NC1CCCCC1)n1cnc2c1c(=O)n(C)c(=O)n2C (stereo not given),-6%
COc1cc(/C=C/C(=O)c2cc3ccccc3o2)c2c(c1)CC(C)O2 (stereo not given),-33%
Cc1ccc(CN(C)C(=O)c2cc3ccc(C(C)C)cc3[nH]2)o1,?
O=C(CSc1nnc(N2CCOCC2)n1-c1cccc(F)c1)Nc1ccc(SC(F)F)cc1,?
CCc1noc([C@@H]2CC(F)(F)CN2C(=O)COc2ccccc2)n1,50%[activator]
CC(C)(C)CNC(=O)c1nc[nH]c1C(=O)N1CCOCC1,?
O=C(C1CC=CCC1)N1CCCC(C(F)(F)F)C1 (stereo not given),18%
Cc1noc([C@@H](C)NC(=O)Nc2cccnc2)c1C(=O)O,-7%[176 µM]
CCOc1ccccc1CNC(=O)c1cccc2c1CCN2C(=O)CC,36%[activator]
CCn1cc(S(=O)(=O)N2CCC3(CC2)CC(OCCOC)CCO3)cn1 (stereo not given),?
S=C(NC(=NC=C(Cl)Cl)c1ccc(Cl)cc1)Nc1ccc(Cl)cc1,20µM*

# Random excerpt: 4 entries already listed
SMILES,12-LOX inh
CCOc1ccccc1CNC(=O)c1cccc2c1CCN2C(=O)CC,36%[activator]
CCc1noc([C@@H]2CC(F)(F)CN2C(=O)COc2ccccc2)n1,50%[activator]
CCOc1cc2ccccc2cc1C(=O)N1CCN(CC(=O)Nc2cccc(F)c2)CC1,1%
C=CCNC(=O)N[C@H]1[C@H](O)[C@@H](N(C)CCN(C)C)[C@@H]2OC[C@H]1O2,29%[176 µM]

# (listing goes on)
SMILES,12-LOX inh
COc1cc(SC)c(OC)cc1CN1CCC2(CC(=O)NC2=O)C1 (stereo not given),25%
COC(=O)c1c(C)oc2c1cc(NS(=O)(=O)c1ccc(C)cc1)c1ccccc12,-25%
N#CC(C#N)=CNc1nc(-c2ccc3c(c2)CCCC3)cs1,?
O=C(Cc1ccccc1Cl)N1CCC2(CC1)CC(O)CCO2 (stereo not given),17%
CCCCc1ccc(NC(=O)Cn2c(C)cc3nc4n(c(=O)c32)CCCCC4)cc1,-25%
CS(=O)(=O)Nc1cccc(-c2cc(NCc3cccs3)ncn2)c1,?
CCCCCCCCS(=O)(=O)CCCCCl,10%
O=C1NCCCCCCN(C(=O)CN2CCCCCC2)[C@H]2C[C@H](c3nc(-c4cccnc4)no3)C[C@@H]12,98%[activator]
Cc1ccc(CNC(=O)N2CCCCCCNC(=O)[C@@H]3CCCC[C@@H]32)cc1,-7%
COc1ccc(C(=O)N2CCCC(n3cc(-c4nc(C)no4)nn3)C2)cc1OC (stereo not given),0%
CCCN(C)c1nccnc1OC1CCN(C(=O)c2ccn[nH]2)C1 (stereo not given),53%[activator]
COc1ccc(C(=O)N2CCC3(CCCN(Cc4ccccc4OC)C3)CC2)cc1,2%[57.4 µM]
O=C(CN1CCC2(CC1)NC(=O)CC2C(=O)O)NCc1ccccn1 (stereo not given),85%[activator]
CCOC(=O)c1cc(NC(=O)c2ccc(Cl)c(Cl)c2)ccc1N1CCOCC1,18%
CCOC(=O)c1[nH]c2ccccc2c1NC(=O)CCC1CCCCC1,10%
NS(=O)(=O)c1ccc(F)c(C(=O)NC2CCc3[nH]ncc3C2)c1 (stereo not given),-9%
CC(C)=C(/C(=C/CS(=O)(=O)c1ccc(C)cc1)S(=O)(=O)c1ccccc1)S(=O)(=O)c1ccccc1,?
COCC(=O)N[C@H]1C[C@@H](CO)N(Cc2cn[nH]c2-c2ccccc2)C1,19%
CCCCCCCCCCCCCCCCN(C)C,-5%
Cc1cccc(C(=O)Oc2cccc(OC(=O)c3cccc(C)c3)c2C)c1,4%
Cc1ccc(C(C)NC(=O)CCCOc2ccccc2C)o1 (stereo not given),1%
N#C/C(=C/c1cccc(NC(=O)c2ccc(Cl)cc2)c1)c1ccccn1,?
CCOc1cc(CNC(=O)c2ncoc2-c2ccc(C)s2)cc(OCC)c1OCC,-26%
C[C@@H]1CN(Cc2ccc3c(c2)CN(Cc2cccc4cccnc24)CCO3)C[C@H](C)O1,31%[activator]
CC(=O)Nc1ccc(S(=O)(=O)N2CC[C@@H](CC(=O)O)[C@@H](CCN3CCCCC3)C2)cc1,-20%
O=C(N/N=C/c1ccc(Br)s1)c1cccc(Cl)c1,10%
CCCOc1ccc(NC(=O)COc2ccccc2C)c2cccnc12,?
O=C(CCc1cccnc1)N[C@H]1CCOC[C@H]1C1CCOCC1,15%
COc1cccc(-c2nn3c(C(C)C)nnc3s2)c1OC,11%
O=C(CCC(=O)c1ccc(Cl)cc1)OCC(=O)c1ccc(OCc2ccccc2)cc1,7%

# Exported with each value named: entries from further up
> CC(C)=C(/C(=C/CS(=O)(=O)c1ccc(C)cc1)S(=O)(=O)c1ccccc1)S(=O)(=O)c1ccccc1
  12-LOX inh: ?

> COCC(=O)N[C@H]1C[C@@H](CO)N(Cc2cn[nH]c2-c2ccccc2)C1
  12-LOX inh: 19%

# More results.
SMILES,12-LOX inh
CN(Cc1ccc(-c2ccccc2)cc1)Cc1cccc(C(F)(F)F)c1,12%&69%
CCCCCCCCN1C(=O)[C@@H](CC(=O)NCc2ccc(OC)c(OC)c2)C[C@@]2(C(=O)OC)C1=C[C@H](C(C)(C)C)O[C@@H]2C,-24%
CCCCCOC(=O)Nc1nc(=O)n([C@@H]2O[C@H](C)[C@@H](O)C2O)cc1F (stereo not given in full),-17%[57.4 µM]
O=C(NCc1cccs1)c1ccccc1-c1ccccc1,20%
[O-]/[N+](=C\c1ccc2ccccc2n1)c1ccccc1,11µM*
O=C(Cc1ccc(F)cc1)N1CCC(c2nn(-c3ccccc3)c(=O)[nH]2)CC1,23%
O=C(COc1ccc2ccc(=O)oc2c1)NCCc1ccccc1,5%
COc1cc(OC)cc(C(=O)NCC2CCCN(Cc3cccc(C)n3)C2)c1 (stereo not given),2%
CC(C)=CC1C(C(=O)N(C)CC(=O)NC(C)(C)C)C1(C)C (stereo not given),-13%
CC(C)c1ccccc1NC(=O)/C=C/c1cccs1,8%
CCCCCCOc1ccc(C(=O)Oc2ccc(-c3ccc(CCC)cn3)cc2)cc1,-12%
Cc1nn2c(c1-c1cccnc1N1CCOCC1)N(CC1CC1)CCC2,10µM*
Cc1ccc(C(=O)N2CCCC(c3nc(C4CCOCC4)no3)C2)cn1 (stereo not given),23%
COCCn1c(CO)nnc1C1CC(NC(=O)Cc2nc(C)sc2C)C1 (stereo not given),43%[activator]
Cc1sc2ncnc(OCC(=O)Nc3ccc(S(=O)(=O)N4CCCC4)cc3)c2c1C,?
CCOc1ccc(C(=O)Nc2cccc3ncccc23)cc1,2%
CC1CCN(C(=O)CN2CCCC(c3nc4ccccc4o3)C2)CC1 (stereo not given),39%[activator]
Cc1ccc2nc(-c3ccc(C)c(C)c3)cc(C(=O)O)c2c1,?
CCn1c(COc2ccccc2Cl)nnc1SCc1cc(=O)c2cc(C(N)=O)ccc2[nH]1,41%
Cc1c[nH]c(=O)n(CCCN2CCN(c3ccccc3OCC(F)(F)F)CC2)c1=O,0%
CC1CCN(CC2CCCCCN2C(=O)c2ccoc2)CC1 (stereo not given),5%
Cc1oc(-c2ccccc2)nc1C(=O)Nc1nc(C2CC2)cs1,?
O=c1cc(N2CCOCC2)oc2c(NC3CCOCC3)nccc12,-5%[176 µM]
O=C(NCc1ccc(F)cc1)C1CCCN(C(=O)c2cccc(C(F)(F)F)c2)C1 (stereo not given),?
COc1ccccc1NC(=O)C(C)OC(=O)c1ccc2ccccc2n1 (stereo not given),?
Cc1cc(Br)cn2c(Cc3cccc(F)c3)c(-c3cccc(Cl)c3)nc12,?
Cn1nc(C(=O)NC2CC(c3cc(N4CCCC4)ncn3)C2)ccc1=O (stereo not given),-63%
CC(C)CN1CC2(CCN(C(=O)c3cccc(F)c3)CC2)C1,?
O=C([C@@H]1C[C@H](F)CN1S(=O)(=O)c1ccc(F)cc1)N1CCCCC1,12%
COc1ccc(CCC(=O)N2CCN(C(=O)c3nnn4c3COC(c3ccccc3)C4)CC2)cc1 (stereo not given),30%[activator]
CCOC(=O)CCNC(=O)C1=CN2CCN(Cc3c(C)noc3C)C(=O)N=C2O1,?
Cc1nc(CCNC(=O)Nc2ccccc2)no1,46%[activator]
Cc1ccncc1C(=O)N1C[C@@H](COCC2CC2)[C@H](c2ccccn2)C1,12%
CNS(=O)(=O)c1ccc(CCC(=O)N2CC[C@H]3CC[C@@H](C2)N3)cc1,-1%
O=c1[nH]c(C2CCCN(Cc3cccnc3)C2)nn1-c1ccccc1 (stereo not given),15%[176 µM]
COC1CCN(c2ccc3nnc(-c4ccccn4)n3n2)CC1,7%[176 µM]
Cn1cc(C(C(=O)O)N2CCN(c3ncc(Br)cn3)CC2)c2ccc(C(=O)O)cc21 (stereo not given),-5%
COc1ccc2oc(=O)c(S(=O)(=O)N3CCCCCC3)cc2c1,5%

# Source: PubChem
